Screening data as filed in PubChem.
HKDC1 inh – inhibitors of human hexokinase HKDC1; Q2TB90; recombinant HKDC1, G6PDH/diaphorase resazurin coupled fluorescence; inhibition, % at 20 µM; 340,000 compounds, 0.16% hits;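 active = inhibition above about 35% when tested at 20 µM, limit read from the data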;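 also: plate controls were DMSO wells with enzyme for no effect and DMSO wells lacking enzyme for full effect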
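test system = in-house recombinant HK5 (HKDC1) enzyme | amount = HKDC1 at 5 µg/mL | control set = DMSO-enzyme wells negative, buffer-substituted wells positive | compound = one dose of 20 µM, 1% DMSO | schedule = reaction time 90 min, room temperature, protected from light | technique = resorufin fluorescence at 613 nm | reagent = glucose with 1 mM ATP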
Jurkat NFkB inh – inhibitors of the PMA/ionomycin-induced NF-kB reporter in Jurkat cells | 330,000 compounds, 0.53% hits | PMA/ionomycin-induced NF-kB luciferase reporter, luminescence | inhibition, % at 4 µM | AID 435003
UBC13 polyUb – human UBC13 polyubiquitination inhibition; P61088; inhibition, % at 20 µM; UBC13 polyubiquitin chain formation, TR-FRET; AID 485273; 330,000 compounds, 0.47% hits; in the data active = inhibition above about 45%, passing the limit was not always enough; inconclusive = no clear call, values can overlap the other calls
Target sequence (P61088 whole entry, looked up): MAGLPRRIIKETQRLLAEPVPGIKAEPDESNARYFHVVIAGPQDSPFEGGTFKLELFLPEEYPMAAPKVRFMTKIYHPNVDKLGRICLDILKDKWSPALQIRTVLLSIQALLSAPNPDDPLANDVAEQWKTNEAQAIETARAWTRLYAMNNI
697 NFkB inh – inhibitors of the PMA/ionomycin-induced NF-kB reporter in 697 B cells. 697 B-cell NF-kB luciferase reporter, 16 h. inhibition, % at 4 µM. 330,000 compounds, 0.33% hits; in the data active = inhibition above about 35%
SENP8 inh – SENP8 protease inhibition; purified SENP8, Z-RLRGG-aminoluciferin cleavage, luminescence; inhibition, % at 10 µM; Q96LD8; 330,000 compounds, 1.2% hits
Target sequence (Q96LD8 whole entry, looked up): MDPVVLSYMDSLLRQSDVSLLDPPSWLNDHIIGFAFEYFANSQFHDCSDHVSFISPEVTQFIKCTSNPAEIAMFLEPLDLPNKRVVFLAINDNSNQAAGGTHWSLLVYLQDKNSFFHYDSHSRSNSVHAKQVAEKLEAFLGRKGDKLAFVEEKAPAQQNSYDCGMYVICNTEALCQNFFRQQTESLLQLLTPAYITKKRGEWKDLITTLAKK
SENP7 block – inhibitors of human SENP7 protease | Q9BQF6 | recombinant SENP7, Z-RLRGG-aminoluciferin luminescence, 40 min | inhibition, % at 5 µM | 330,000 compounds, 1.5% hits | AID 434973;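 active = inhibition above about 50% at the single test dose, limit read from the data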;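 also: plate controls were DMSO with enzyme for no effect and no enzyme buffer wells for full effect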
Target sequence (Q9BQF6 706-1050 limits assumed): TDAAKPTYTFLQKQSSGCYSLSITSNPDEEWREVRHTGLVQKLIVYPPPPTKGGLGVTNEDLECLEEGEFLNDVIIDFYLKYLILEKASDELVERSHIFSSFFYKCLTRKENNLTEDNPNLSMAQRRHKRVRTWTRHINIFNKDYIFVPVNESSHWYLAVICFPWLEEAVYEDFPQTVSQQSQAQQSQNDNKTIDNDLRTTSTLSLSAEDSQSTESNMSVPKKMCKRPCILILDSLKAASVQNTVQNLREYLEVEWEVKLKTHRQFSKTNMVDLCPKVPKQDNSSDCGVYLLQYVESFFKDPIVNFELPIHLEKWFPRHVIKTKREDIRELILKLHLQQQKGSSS
Gli-Sufu antag – blocks Gli-Sufu signaling in a luciferase reporter. Sufu-KO-LIGHT fibroblasts, Gli luciferase reporter luminescence. inhibition, % at 5 µM. 340,000 compounds, 0.74% hits. AID 588413;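 active = inhibition above about 55%, limit read from the data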;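 also: 0% = DMSO-treated cells and 100% = wells with medium but no cells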
Apaf1 inhib – human Apaf-1 inhibition; O14727; reconstituted apoptosome caspase-3 activity, DEVD-Rh110 fluorescence; inhibition, % at 20 µM; 330,000 compounds, 0.71% hits; active = inhibition of at least 40% at 20 µM;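 also: plate controls were DMSO wells for no effect and DEVD-CHO caspase inhibitor wells for full effect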
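System: reconstituted apoptosome with Apaf-1, cytochrome c, caspase-9, procaspase-3, dATP; Signal: Rh110 fluorescence intensity; Schedule: 30 min compound preincubation, 50 min activation, room temperature; Reagent: cytochrome c trigger plus (Z-DEVD)2-Rh110 caspase-3 substrate.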
The depositor's hits bear a star; ? = inconclusive; . = not tested or not shown. Rule as the data show it, unless noted: active = inhibition above about 50%; inactive = the rest.

nr	canonical_smiles	HKDC1 inh	Jurkat NFkB inh	UBC13 polyUb	697 NFkB inh	SENP8 inh	SENP7 block	Gli-Sufu antag	Apaf1 inhib
1	Cc1nn(-c2ccccn2)c2c1C(c1ccncc1)C1=C(CC(C)(C)CC1=O)N2 (centres undefined)	-6.1	-9.2	12.2	19.2	-2.2	1.6	8.5	-15.8
2	CCOC(=O)c1cc(-c2ccccc2)sc1NC(=O)c1ccc(OC)c(OC)c1	-12.5	-16.6	?	4.9	8.5	4.4	14.3	-0.8
3	Cc1ccc(S(=O)(=O)N2CCCCC2)cc1NC(=O)c1ccc(Cl)nc1	1.3	-0.8	6.9	5.1	2.2	4.0	-7.3	-11.6
4	Cc1ccc(C(=O)NCC2(c3ccccc3)CCCC2)cc1	-8.1	-4.9	4.3	-5.8	-4.1	2.5	5.1	7.1
5	COCCNC(=O)c1cc2cc(Cl)cc(Cl)c2oc1=O	-7.5	-8.8	-1.3	9.9	0.4	1.0	1.5	-3.5
6	NC(=O)C1=C[C@H](c2coc3ccccc3c2=O)C[C@H](OCCCCO)O1	-13.1	17.3	7.7	17.6	-3.3	8.1	-2.9	0.1
7	Cc1ccc(-c2noc(CN(C(=O)C(c3ccccc3)c3ccccc3)C(C)C)n2)cc1	-2.5	3.4	-13.5	-1.7	-7.0	-8.5	6.3	15.1
8	COc1cc(/C=N/N2C(=O)c3ccccc3NC2(C)c2cccc([N+](=O)[O-])c2)cc(Br)c1O (centres undefined)	6.6	2.2	-7.9	14.9	-2.0	3.2	7.3	5.3
9	Cc1csc2c(SCC(=O)NNS(=O)(=O)c3cccc(C(F)(F)F)c3)ncnc12	-0.4	0.2	1.0	-1.6	1.8	-0.5	-5.1	-19.2
10	c1ccc(Cc2noc(CN3CCN(C4CCc5ccccc5C4)CC3)n2)cc1 (centres undefined)	3.2	1.3	-9.6	19.1	5.9	4.1	1.9	-10.2
11	CC1(C)Cc2c(ccc3ccccc23)/C(=C/C(=O)N2CCCCC2)N1	10.5	7.5	9.7	-2.5	9.0	1.8	-0.3	31.3
12	CC(OC(=O)Cc1ccc(F)cc1)C(=O)NCc1ccc2c(c1)OCO2 (centres undefined)	-5.1	-7.7	5.3	18.0	9.2	-6.0	-2.4	-2.7
13	Cc1c(Cl)cccc1Nc1nc(N)nc(CSc2ncccn2)n1	-10.8	-49.0	-15.3	-51.7	-9.5	-9.1	-34.9	2.5
14	CCN1CCN(C(=O)c2ccc(CS(=O)Cc3ccc(C)cc3)o2)CC1 (centres undefined)	3.2	-16.7	-6.9	-13.2	-10.6	16.3	29.2	-9.0
15	c1ccc(CCCN2CCN(c3ccccn3)CC2)cc1	-3.9	-12.9	1.0	-15.9	-11.3	-0.1	27.1	1.9
16	COc1ccccc1N(CC(=O)NC1CCCC1)C(=O)CCC(=O)Nc1ccccn1	-3.6	19.9	6.1	8.9	-2.6	4.9	-12.8	3.6
17	Nc1c(C(=O)NCc2cccnc2)sc(=S)n1-c1ccccc1	-2.8	8.2	-0.5	-3.2	2.7	-0.9	19.7	1.9
18	O=C(c1sccc1-c1ccccc1)N1CCN(S(=O)(=O)c2ccccc2)CC1	-2.2	-12.7	2.7	8.5	0.9	2.2	-1.3	15.8
19	O=C(c1ccc(Nc2cccc(C(F)(F)F)c2)nc1)N1CCCC1	4.4	-21.7	4.9	-1.1	-2.9	10.5	-25.5	9.2
20	Cc1cccc(C)c1OCc1nnc(SCC(=O)Nc2ccc(N3CCOCC3)cc2)o1	-1.4	3.9	-1.4	14.6	-1.5	14.6	.	-0.6
21	CCOc1ccc(Oc2nc(N(CC)CC)nc(N3CCOCC3)n2)nn1	0.7	-8.9	-12.9	30.2	-5.4	-6.0	.	2.5
22	CN(C)c1nc(N)nc(CSc2ccccn2)n1	-9.2	-12.1	-9.5	4.9	-10.0	-6.0	35.5	-1.2
23	CCc1nn(CC(=O)NCCCN2CCOCC2)c(=O)c2cc3cc(F)ccc3n12	6.4	3.0	-3.8	-6.0	-1.3	4.6	12.9	-1.3
24	Cc1ccc(NC(=O)Cc2cn(C)c3ccccc23)cc1F	-2.6	-9.2	-6.6	9.8	-16.4	-7.7	-17.6	5.1
25	COc1ccc2c(C)cc(SCC(=O)NC3CCCC3)nc2c1	-0.4	0.8	?	-3.0	3.3	6.1	-4.8	1.6
26	COCCNC(=O)CCCN1C(=O)c2ccccc2Sc2ncccc21	-2.4	-9.2	2.6	-7.0	-2.9	-7.8	2.2	10.4
27	COc1ccc(C2C3C(C)=NN=C3CC(C)(O)C2C(C)=O)cc1 (centres undefined)	2.3	4.7	4.6	13.1	-1.2	-1.0	-3.5	-3.1
28	CSc1ncnc2sc(C)c(C)c12	-9.0	-6.4	3.3	-3.8	0.6	-2.6	-3.6	-2.8
29	CC1CN(C(=O)c2ccc(NS(=O)(=O)c3ccc(C(C)(C)C)cc3)cc2)CC(C)O1 (centres undefined)	-1.6	13.4	1.2	9.2	-2.2	5.3	4.9	25.1
30	CCCCOc1ccc(CNn2c(C)nc3ccccc3c2=O)cc1	-8.1	-15.4	74.7*	-13.7	-5.5	-9.1	3.8	11.3
31	COc1ccc(CCNC(=O)N[C@@H](Cc2ccccc2)C(=O)O)cc1	-2.3	3.5	-5.5	2.9	-10.7	-12.9	-3.6	10.0
32	O=C(C1CCCN1S(=O)(=O)c1ccc(Br)cc1)N1CCOCC1 (centres undefined)	-6.7	3.2	-1.2	0.0	-7.5	-5.2	19.4	-4.9
33	Cc1ccc(S(=O)(=O)Nc2nc3c(s2)C(=O)CC(C)(C)C3)cc1	5.6	-9.0	-3.6	2.1	-8.1	-2.0	-12.1	5.2
34	CC1CCCN(C(=O)COC(=O)C2=COCCO2)C1 (centres undefined)	-1.4	-9.7	-13.9	-10.1	-21.8	-12.8	-13.0	6.1
35	COc1ccc(CCC(C)NCc2cccc(Br)c2)cc1 (centres undefined)	-3.4	-3.9	8.1	-24.3	-8.6	-15.3	13.1	3.5
36	O=C(c1cc(Br)c(Br)s1)N1CCc2ccccc2C1	4.0	-3.7	6.9	9.8	16.0	-2.1	-17.0	10.8
37	CCOc1ccc(N(CC(=O)NCc2ccccc2)S(=O)(=O)c2c(C)noc2C)cc1	-2.5	7.5	5.6	-0.1	-2.0	10.5	-1.6	2.0
38	O=C(CN1C(=O)/C(=C/c2cccc(Br)c2)SC1=S)NC1=NCCS1	5.0	-5.6	-7.1	7.7	-3.6	9.1	-1.1	-2.7
39	O=C(Nc1ccccc1-c1nnc(SCc2ccc(Cl)cc2)o1)c1ccccc1	-2.3	-4.7	-3.5	-7.9	-11.3	-9.1	10.1	7.3
40	COc1ccc(OC)c(-c2nn(-c3ccccc3)cc2C(=O)NCC(c2cccs2)N2CCOCC2)c1 (centres undefined)	-3.0	-11.5	3.6	-1.6	2.4	6.5	-2.9	17.1

Excerpt: nos. 35 to 40
nr	canonical_smiles	HKDC1 inh	Jurkat NFkB inh	UBC13 polyUb	697 NFkB inh	SENP8 inh	SENP7 block	Gli-Sufu antag	Apaf1 inhib
35	COc1ccc(CCC(C)NCc2cccc(Br)c2)cc1 (centres undefined)	-3.4	-3.9	8.1	-24.3	-8.6	-15.3	13.1	3.5
36	O=C(c1cc(Br)c(Br)s1)N1CCc2ccccc2C1	4.0	-3.7	6.9	9.8	16.0	-2.1	-17.0	10.8
37	CCOc1ccc(N(CC(=O)NCc2ccccc2)S(=O)(=O)c2c(C)noc2C)cc1	-2.5	7.5	5.6	-0.1	-2.0	10.5	-1.6	2.0
38	O=C(CN1C(=O)/C(=C/c2cccc(Br)c2)SC1=S)NC1=NCCS1	5.0	-5.6	-7.1	7.7	-3.6	9.1	-1.1	-2.7
39	O=C(Nc1ccccc1-c1nnc(SCc2ccc(Cl)cc2)o1)c1ccccc1	-2.3	-4.7	-3.5	-7.9	-11.3	-9.1	10.1	7.3
40	COc1ccc(OC)c(-c2nn(-c3ccccc3)cc2C(=O)NCC(c2cccs2)N2CCOCC2)c1 (centres undefined)	-3.0	-11.5	3.6	-1.6	2.4	6.5	-2.9	17.1

Remaining list, next part.
nr	canonical_smiles	HKDC1 inh	Jurkat NFkB inh	UBC13 polyUb	697 NFkB inh	SENP8 inh	SENP7 block	Gli-Sufu antag	Apaf1 inhib
41	Cc1c(Cl)cccc1NC(=O)Cn1cc(C(F)(F)F)cc(Cl)c1=O	-12.8	1.4	4.8	3.8	-0.4	3.1	-2.3	-7.0
42	CCOc1ccc(S(=O)(=O)Nc2cc(OC)ccc2OC)cc1	2.0	39.9	2.6	3.8	12.5	2.1	27.0	-18.4
43	CCCCn1c(-c2ccsc2)nc2c1c(=O)[nH]c(=O)n2CCC	0.9	2.1	-0.3	15.8	-9.2	-1.5	7.8	9.8
44	COc1ccc(CN(C)C(=O)c2ccc(Oc3ccccc3)cc2)cc1F	1.6	-1.4	7.6	4.7	0.1	-3.1	-9.8	18.3
45	Cc1ccc(-c2noc(CN(C(=O)CCN3C(=O)c4ccccc4C3=O)C(C)C)n2)cc1	-1.1	11.1	6.5	12.4	-12.8	-1.8	2.1	8.8
46	CN(CCOc1ccc(Cl)cc1)C(=O)C1CCN(C(=O)c2ccc(F)cc2)CC1	-8.2	8.0	7.9	5.7	4.8	-3.7	2.5	14.4
47	CCOC(=O)c1c[nH]c2c(Cl)c(Cl)ccc2c1=O	-0.2	4.0	21.4	3.7	-13.3	-0.4	-4.4	-0.2
48	CCOC(=O)N1CCN(c2cc(=O)n(-c3cccc(C)c3)c(=O)[nH]2)CC1	-10.3	3.1	-23.4	15.9	-0.8	-6.0	-8.6	-10.1
49	O=C(O)CCC(=O)N1CCN(c2nc(-c3ccccc3)c3ccccc3n2)CC1	-5.3	0.9	9.5	8.2	-0.1	-3.1	-4.2	-2.3
